Screens from PubChem.
Pol beta inh: DNA polymerase beta (human) inhibition; P06746; Pol beta primer extension/strand displacement, fluorescence kinetic; hit rate 1.3% among 340,000; Potency, µM (top dose mostly 114 µM), without a hit: top-dose activity change, negative = inhibition, hits mostly inhibitors; note: % is set by controls: 0 for no effect and ±100 for the full control effect
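Pol beta (10 nM) and compounds were preincubated 15 min at room temperature, then 50 nM substrate (final) started primer extension/strand displacement. Reads were taken at 0 and 10 min; concentration-response data were fitted to a four-parameter Hill equation.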
G9a block: blocks human histone lysine methyltransferase G9a; Q96KQ7; G9a H3K9 monomethylation, AlphaScreen, 2 h; Potency, µM (titrated, usually from 102 µM), without a hit: at the top dose activity, negative = inhibition, hits mostly inhibitors; hit rate 8.8% among 350,000; AID 504332; note: % is set by controls: 0 for no effect and ±100 for the full control effect; nearly all actives have a fitted effect of over 75% in size
Target sequence (Q96KQ7 913-1193 limits assumed): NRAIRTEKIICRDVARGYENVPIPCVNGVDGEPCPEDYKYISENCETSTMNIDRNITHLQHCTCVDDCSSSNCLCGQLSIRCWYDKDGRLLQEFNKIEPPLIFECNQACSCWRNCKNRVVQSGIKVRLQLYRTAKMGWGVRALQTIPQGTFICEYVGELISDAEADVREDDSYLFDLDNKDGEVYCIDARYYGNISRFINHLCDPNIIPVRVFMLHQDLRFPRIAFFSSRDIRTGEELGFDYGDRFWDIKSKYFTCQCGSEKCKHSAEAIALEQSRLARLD
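Chemiluminescent proximity detection of H3K9 monomethylation, read after 10 min bead incubation in the dark. Reaction: 20 nM G9a, 500 nM biotin-H3K9 peptide, 20 uM SAM cofactor, 2 h, room temperature, following 15 min enzyme-compound preincubation.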
POLH inh: inhibitors of human DNA polymerase eta; Potency, µM (highest dose often 114 µM), inactives show top-dose activity change, negative = inhibition, most hits filed as inhibitors; recombinant Pol eta, fluorescent DNA replication assay; hit rate 1.2% among 390,000; note: % is set by controls: 0 for no effect and ±100 for the full control effect
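Fluorescent replication assay: 50 nM final substrate added after a 15 min room-temperature compound preincubation with 10 nM enzyme. Signal taken at 0 min and again at 10 min.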
Pol kappa inh: inhibitors of human DNA polymerase kappa; Q9UBT6; purified Pol kappa, fluorescent DNA synthesis assay, 10 min; Potency, µM (top dose mostly 107 µM), for inactives: at the highest dose activity, negative = inhibition, actives largely listed as inhibitors; hit rate 0.53% among 400,000; note: % is set by controls: 0 for no effect and ±100 for the full control effect
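10 nM Pol kappa was preincubated with compounds for 15 min at room temperature. Reaction started with 50 nM (final) substrate. Fluorescence read kinetically at 0 and 10 min.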
Anesthetic bind: candidate novel general anesthetic via apoferritin binding; P02791; apoferritin/1-aminoanthracene competitive binding, fluorescence; Potency, µM (highest dose often 77.5 µM), for inactives: top-dose activity change, negative = displacement, most hits filed as inhibitors; hit rate 0.074% among 350,000; note: % is set by controls: 0 for no effect and ±100 for the full control effect; nearly all actives have a fitted effect of over 20% in size
Target sequence (P02791 2-175 limits assumed): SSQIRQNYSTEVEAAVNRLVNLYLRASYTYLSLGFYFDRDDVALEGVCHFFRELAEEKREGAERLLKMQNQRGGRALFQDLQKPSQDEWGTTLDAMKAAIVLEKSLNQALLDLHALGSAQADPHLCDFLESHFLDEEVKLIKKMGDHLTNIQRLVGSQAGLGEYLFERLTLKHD
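Horse-spleen apoferritin (10 uM) was mixed with 50% saturated 1-aminoanthracene in PBS, exposed to compounds for 10 min at room temperature, and read for fluorescence (ex 380 nm, em 535 nm). Competitive displacement was fitted with a four-parameter Hill equation.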
BAZ2B block: BAZ2B (human) inhibition; AlphaScreen BAZ2B-H3K14Ac peptide displacement; Potency, µM (series often up to 114 µM), without a hit: top-dose activity change, negative = inhibition, actives largely listed as inhibitors; hit rate 4.4% among 360,000; AID 504333; note: % is set by controls: 0 for no effect and ±100 for the full control effect; nearly all actives have a fitted effect of over 60% in size
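In this displacement format the biotinylated H3(5-23) peptide acetylated at Lys14 serves as ligand at 50 nM, with BAZ2B at 50 nM in PBS pH 7.4 containing 0.01% Tween-20. Donor and acceptor beads are 10 ug/mL final.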
BLM helicase inh: blocks DNA unwinding by human BLM helicase | hit rate 0.2% among 350,000 | recombinant BLM DNA unwinding, fluorescence dequenching | P54132 | Potency, µM (highest dose often 56.1 µM), inactives show at the top dose activity change, negative = inhibition, actives largely listed as inhibitors;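 note: plate controls were vehicle for no effect and no enzyme for full effect; nearly all actives have a fitted effect of over 35% in size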
POLI inh: DNA polymerase iota (human) inhibition; Q9UNA4; Pol iota fluorescent replication assay, 10 min; Potency, µM (highest dose often 115 µM), without a hit: top-dose activity, negative = inhibition, hits mostly inhibitors; hit rate 1% among 390,000
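Pol iota at 10 nM preincubated 15 min with compounds at room temperature; reaction started with fluorescent substrate, 50 nM final. Fluorescence read kinetically at 0 and 10 min; buffer-only wells as negative control.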
APEX1 inh: APE1 (human) endonuclease inhibition; AID 2517; Potency, µM (highest dose often 65.8 µM), for the others: at the top dose activity change, negative = inhibition, usual class: inhibitors; P27695; recombinant APE1, TAMRA/BHQ-2 abasic DNA cleavage fluorescence; hit rate 0.35% among 350,000;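 note: plate controls were vehicle for no effect and reference inhibitor for full effect; nearly all actives have a fitted effect of over 55% in size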
Target sequence (P27695 whole entry, looked up): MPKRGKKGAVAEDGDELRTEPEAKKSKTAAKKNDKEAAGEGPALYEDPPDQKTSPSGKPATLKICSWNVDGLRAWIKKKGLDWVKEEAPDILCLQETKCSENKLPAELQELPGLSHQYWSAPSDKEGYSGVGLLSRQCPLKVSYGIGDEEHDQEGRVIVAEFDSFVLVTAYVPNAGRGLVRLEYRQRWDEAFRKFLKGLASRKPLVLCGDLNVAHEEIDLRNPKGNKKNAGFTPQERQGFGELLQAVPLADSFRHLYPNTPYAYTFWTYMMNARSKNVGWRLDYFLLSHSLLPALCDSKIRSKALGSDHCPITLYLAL
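Measures dequenching upon AP-site incision of a 5'-TAMRA/3'-BHQ-2 THF-containing duplex, 50 nM; human APE1 0.75 nM after 15 min room-temperature exposure to compound; kinetic three-point read at one-minute spacing.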
The depositor's hits bear a star; ? = inconclusive; . = not tested or not shown; & = joins results of further samples; [ ] = remark or other dose. Calls come from the whole dose curve; as a rule, active = well fitted curve in the direction sought with a large enough effect; inconclusive = small, poorly fitted or top-dose-only effect, or another doubt; inactive = no such curve, though single readings can be large; an effect the other way counts as inactive or inconclusive. Potency is the fitted concentration of half-maximal effect.

| G9a block | POLI inh | POLH inh | BAZ2B block | BLM helicase inh | Pol kappa inh | Anesthetic bind | APEX1 inh | Pol beta inh | mol |
| --- | --- | --- | --- | --- | --- | --- | --- | --- | --- |
| ? | ? | -6% | -22% | -5% | -6% | -6% | 0% | 38% | CC(C)C[C@H](N)c1cn([C@@H](Cc2cc3ccccc3[nH]2)C(=O)N2CCNCC2)nn1 |
| -36% | 42%[activator] | -20% | -3% | -4% | -4% | -19% | -6% | -24% | COc1ccc(C2C(C(=O)Nc3cc(OC)c(OC)c(OC)c3)c3ccccc3C(=O)N2C)cc1 (stereo unspecified) |
| ? | ? | -4% | ? | -18% | -40% | -13% | -1% | -8% | O=C(N/N=C\C=C\c1ccco1)C1COc2ccccc2O1 (stereo unspecified) |
| -3%[12.7 µM] | 12% | 5% | 7% | 0% | -1% | 2% | 1% | 21% | CC(C)NC(=O)C1(O)c2ccccc2NC(=O)N1c1ccc(Cl)c(Cl)c1 (stereo unspecified) |
| 22%[59 µM] | 14% | -8% | 8% | -6% | -5% | -9% | 1% | 26% | COc1cccc(N(CC(=O)Nc2ccccc2C)S(C)(=O)=O)c1 |
| -4% | 22% | -21% | 4% | -1% | 7% | -2% | 2% | 18% | O=C1C=C(NC2CC2)C2(CCCCC2)O1 |
| -17% | 63%[activator] | -19% | -35% | -3% | -8% | -20% | -1% | -26% | CCN(CC)C(=O)CCCSc1nnc(Nc2ccccc2F)s1 |
| . | ? | ? | . | . | -20% | . | 9% | . | CCCCN(C(=O)C1CC(=O)N(c2ccc3c(c2)OCCO3)C1)c1c(N)n(CCC)c(=O)[nH]c1=O (stereo unspecified) |
| ? | 25% | -10% | ? | -4% | 2% | -13% | 0% | -8% | COc1ccc(OC)c(NC(=O)Cn2c(CCC(=O)O)ccc2-c2ccc(C)cc2)c1 |
| 18%[12.7 µM] | 9% | 3% | -9% | . | 6% | . | -6% | . | O=C(OCn1nnc2ccccc2c1=O)c1cccc(S(=O)(=O)N2CCOCC2)c1 |
| -6%[59 µM] | 15% | -19% | 4% | -1% | -12% | -4% | . | 1% | CCOc1ccc(NC(=O)Nc2ccc3snnc3c2)cc1 |
| . | 3% | -17% | -8% | -2% | -4% | -6% | 15% | -10% | COc1cc(/C=N/NC(=O)CNC(=O)c2ccncc2)ccc1O |
| 15% | 25% | -20% | -31% | 0% | 5% | -1% | 1% | -22% | Cc1nnc(NC(=O)CSc2nnc(-c3ccco3)o2)s1 |
| . | -10% | -26% | ? | -9% | -10% | -23% | -23% | 15% | COc1cc(/C=C2\SC(=Nc3ccccc3OC)NC2=O)ccc1O |
| 57%[activator] | 35%[activator] | -20% | -19% | -1% | 1% | -1% | 30% | 16% | CN(CC(=O)Nc1cccc(F)c1)C(=O)c1ccncc1 |
| -30%[59 µM] | 16% | ? | 7% | 0% | -1% | -6% | 1% | 3% | CCOC(=O)N1CCN(Cc2cc(=O)oc3ccc4ccccc4c23)CC1 |
| 5% | -5% | -3% | 7% | -10% | 3% | 36%[activator] | -10% | 16% | Cc1ccc(C(=O)N2C(=O)c3cccc(N)c3C2=O)o1 |
| 18% | 18% | -2% | -13%[57.1 µM] | 3% | -5% | -12% | 18% | 0% | COc1ccccc1C(=O)Nc1ccnn1C1CCN(CCCc2ccccc2)CC1 |
| ? | ? | -2% | -34% | -2% | -3% | -10% | 1% | 2% | COc1ccc(-c2cc(C(F)(F)F)nc(S(C)(=O)=O)n2)cc1OC |
| 7%[59 µM] | 143%[activator] | -8% | -3% | -12% | 6% | -14% | 17% | 12% | Cc1ccccc1CSc1nnc(C)c(=O)n1N |
| ? | ? | -14% | -39% | -9% | -7% | -13% | -6% | -24% | Cc1c(Cl)c([N+](=O)[O-])nn1CCCC(=O)Nc1sc2c(c1C#N)CCC2 |
| -10%[0.501 µM] | 10% | -1% | 11% | -2% | -13% | -8% | 0% | 39% | CC(C)N(C(=O)CSc1nnc(CSc2ncccn2)n1C)C(C)C |
| 40µM* | 113%[activator] | 4% | ? | -7% | 0% | -22% | 0% | 2% | O=C(Nc1ccccc1Cl)C(Cl)C(=O)c1ccccc1 (stereo unspecified) |
| -9%[59 µM] | 11% | -19% | -22% | -10% | -7% | -18% | . | ? | Cc1ccc(C)c(S(=O)(=O)c2nnn3c2nc(NC2CCCCC2)c2sccc23)c1 |
| 17% | 16% | 0% | -3% | -2% | -12% | -5% | -2% | 13% | CCSc1nc2c(c(=O)[nH]c(=O)n2C)n1C |
| -45%[59 µM] | 20% | -12% | . | 1% | -19% | 0% | -16% | 24% | CN(C)c1ccc(C(CC(=O)O)NC(=O)c2ccc(Cl)cc2)cc1 (stereo unspecified) |
| 24% | 81%[activator] | -13% | -11% | -2% | -4% | -4% | 2% | 1% | Cc1ccc(C(=O)NC(=S)N2CCN(C(=O)OC(C)(C)C)CC2)cc1Br |
| -31%[59 µM] | 16% | -3% | -33% | -1% | 1% | 8% | 0% | 1% | COc1ccc(C)cc1N(CC(=O)O)S(=O)(=O)c1ccc(C)cc1 |
| -6%[59 µM] | 7% | -8% | 7% | 3% | -5% | -2% | -1% | -15% | CC(C)n1c(SCC(=O)Nc2ccccc2N2CCOCC2)nc2c1c(=O)n(C)c(=O)n2C |
| 19%[59 µM] | 0% | -7% | 2% | 1%[12.4 µM] | 2% | 2% | -5%[12.4 µM] | 1% | COCCN1C(=O)N(C)[C@@H](c2ccccc2)C(C(C)=O)=C1C |

| G9a block | POLI inh | POLH inh | BAZ2B block | BLM helicase inh | Pol kappa inh | Anesthetic bind | APEX1 inh | Pol beta inh | mol |
| --- | --- | --- | --- | --- | --- | --- | --- | --- | --- |
| 4% | . | . | 3% | -1%&-1% | . | 3% | 3%&5% | -1% | COCCN1C(=O)N[C@@H](c2ccc(Br)cc2)C(C(C)=O)=C1C |
| ? | 15% | -7% | -16% | 0% | 0% | -11% | 1% | 1%[57.1 µM] | Cc1ccc(C(=O)Nc2cc(Cl)ccc2Oc2ccccc2)cc1[N+](=O)[O-] |
| 35% | -11% | -7% | 10% | -5% | 19% | -1% | 25% | 5% | COc1ccc(C(=O)NC2CCN(S(=O)(=O)c3ccc(C)cc3)CC2)cc1 |
| 1%[59 µM] | 22% | -1% | -5% | -12% | -10% | 7% | -3% | -2% | COc1ccc(/C=C/C(=O)NCc2ccc(F)cc2)cc1S(=O)(=O)N1CCOCC1 |
| -30%[59 µM] | -7% | -6% | ? | -11% | -12%[60.1 µM] | 16% | . | 4% | CSc1ccc(C2c3[nH]c4ccccc4c3CCN2C(=O)CCC2CCCC2)cc1 (stereo unspecified) |
| -39%[0.501 µM] | 28% | -16% | -9% | -9% | 0% | -14% | 2% | -16% | O=C(CSCc1ccccc1Cl)NNC(=O)c1ccccc1 |
| -6%[59 µM] | 18% | 0% | 1% | -4% | 5% | -8% | . | 25% | CCOC(=O)c1ccc(NC(=O)Cn2cc(C(=O)C3CC3)c3ccccc32)cc1 |
| 14% | -2% | 11% | -3% | 2% | 3% | -5% | -2% | ? | CCCCn1nnnc1SCC(=O)NCc1ccccc1 |
| -5% | 0% | -11% | 56µM* | -3% | -13% | -14% | 15% | 13% | COc1ccccc1CNS(=O)(=O)c1cc(CN2C(=O)c3cccnc3C2=O)ccc1OC |
| -14%[59 µM] | 10µM* | ? | -23% | -3% | ? | 132%[activator] | -5% | 25µM* | COc1ccc2oc(=O)c(-c3nnc(NCc4ccco4)s3)cc2c1 |
| . | 41%[activator] | 0% | . | . | -4% | . | 13% | . | CC(OC(=O)c1ccc([N+](=O)[O-])cc1)C(=O)NCC1CCCCC1 (stereo unspecified) |
| 0% | 10% | -11% | -13% | -9% | -9% | 0% | 26% | 1% | O=C(NCc1ccc(Cl)cc1)C1CC(O)CN1S(=O)(=O)c1ccc(Cl)cc1 (stereo unspecified) |
| 32µM* | 35%&29%[activator] | -12% | ? | 5% | -1%&5% | -14% | 28% | 7% | CNC(C)C#Cc1c(-c2cc(OC)c(OC)c(OC)c2)noc1C (stereo unspecified) |
| 8%[0.501 µM] | . | . | . | 4% | 0%[60.1 µM] | . | 14% | . | COc1ccc(-c2nc3cnc(OC)nc3n(C)c2=O)cc1 |
| -4%[59 µM] | 15% | -3% | -15% | 2% | 6% | 1% | . | 4% | O=C(Nc1sc2c(c1C(=O)NCC1CCCO1)CCC2)c1cc(=O)c2cc(Cl)ccc2o1 (stereo unspecified) |
| -5% | -14% | 2% | -9% | -2% | -1% | 3% | 66%[activator] | -17% | COc1cccc(NC(=O)CSc2nnc(NC(=O)C3CCC3)s2)c1 |
| . | ? | -8% | . | . | -29% | . | -2% | . | CCC(CO)Oc1cc(NCc2cccc(F)c2)c2ncn(C(C)C)c2c1 (stereo unspecified) |
| 12% | 18% | -18% | -20% | 0% | -24% | -17% | 52%[activator] | -22% | Cc1c(C(=O)N2CCC(n3nccc3NC(=O)C3CC3)CC2)[nH]c2ccc(Cl)cc12 |
| -13% | 10%&15% | -3%&-23% | -4%&-1% | -5%&-9% | -21%&-18% | 4%&-7% | -16% | 41%&2% | COc1ccccc1N1CCN(C(=O)c2cc(-c3ccccc3O)on2)CC1 |
| -6% | ? | -20% | -4% | -1% | -2% | -5% | -2% | -26% | CCN(CC)S(=O)(=O)c1ccc(NN=c2c(=O)c3ccccc3c2=O)cc1 |
| 8%[59 µM] | 11% | -15% | -32% | -3% | -5% | ? | 6% | -2% | CS(=O)(=O)N(CC(=O)N1CCN(c2ccccc2)CC1)c1cc(C(F)(F)F)ccc1Cl |

Compound profiles, as listed above. Order of values: G9a block, POLI inh, POLH inh, BAZ2B block, BLM helicase inh, Pol kappa inh, Anesthetic bind, APEX1 inh, Pol beta inh
`CCC(CO)Oc1cc(NCc2cccc(F)c2)c2ncn(C(C)C)c2c1` (stereo unspecified) across the screens: ., ?, -8%, ., ., -29%, ., -2%, .
`O=C(CSCc1ccccc1Cl)NNC(=O)c1ccccc1` across the screens: -39%[0.501 µM], 28%, -16%, -9%, -9%, 0%, -14%, 2%, -16%
`CCCCn1nnnc1SCC(=O)NCc1ccccc1` across the screens: 14%, -2%, 11%, -3%, 2%, 3%, -5%, -2%, ?
`Cc1c(C(=O)N2CCC(n3nccc3NC(=O)C3CC3)CC2)[nH]c2ccc(Cl)cc12` across the screens: 12%, 18%, -18%, -20%, 0%, -24%, -17%, 52%[activator], -22%

Only part of the results is shown; rates above refer to the full screens.
